# Compound activity deposited in PubChem by Broad Institute.
# TcdB inh = TcdB glycohydrolase inhibitors, primary screen, biochemical, single point, plate reader; Toxin B (Clostridioides difficile), P18177; TcdB glycohydrolase enzymatic assay; inhibition, % at 9.99 µM; actives 0.24% (n = 350,000); in the data active = inhibition above about 10%
# Active calls of the source: *. An excerpt; rates above refer to the full screens.
SMILES,TcdB inh
C[C@@H]1CCCCO[C@@H](CN(C)Cc2ccc3c(c2)OCO3)[C@@H](C)CN([C@@H](C)CO)C(=O)c2cc(NC(=O)NC3CCCCC3)ccc2O1,0.1
COc1ccc(NC(=O)N(C)C[C@H]2Oc3ccc(NC(=O)CCC(F)(F)F)cc3CC(=O)N([C@H](C)CO)C[C@H]2C)cc1,-0.2
CN(C)C(=O)[C@@H]1[C@@H](CO)[C@@H]2Cn3c(ccc(C4=CCCC4)c3=O)[C@H]1N2CC1CCCCC1,0.6
COc1ccc(S(=O)(=O)Nc2ccc3c(c2)C(=O)N([C@@H](C)CO)C[C@H](C)[C@@H](CN(C)C(=O)NC2CCCCC2)OCCCC[C@@H](C)O3)cc1,0.8
COc1cccc(-c2ccc([C@H]3[C@H]4CN(C(=O)c5ccc(F)cc5)CCCCN4[C@H]3CO)cc2)c1,-7.1
COc1ccccc1CNC(=O)C[C@H]1CC[C@H]2[C@@H](COC[C@@H](O)CN2C(=O)Nc2ccc(Cl)cc2)O1,-0.8
COC(=O)C[C@H]1C=C[C@H](NC(=O)c2ccc(F)cc2)[C@@H](CO)O1,-0.1
CC(C)NC(=O)N(C)C[C@@H]1OCCCC[C@@H](C)Oc2ccc(NS(=O)(=O)c3ccccc3)cc2C(=O)N([C@@H](C)CO)C[C@H]1C,0.0
O=C(C[C@@H]1C=C[C@@H](NC(=O)c2ccc(F)cc2)[C@@H](CO)O1)NCc1ccncn1,-11.0
COc1ccccc1C#Cc1ccc([C@@H]2[C@@H](C#N)N(C(=O)C3CCC3)[C@@H]2CO)cc1,-1.5
Cc1ccccc1-c1cnc2c(c1)C(=O)N([C@@H](C)CO)C[C@H](C)[C@@H](CN(C)Cc1ccccc1F)O2,2.0
COc1cccc(NC(=O)N[C@H]2CC[C@@H](CC(=O)Nc3ccc(-c4ccccc4)cc3)O[C@@H]2CO)c1,0.4
O=C1CN(S(=O)(=O)Cc2ccccc2)C[C@H]2[C@H](c3ccc(C#Cc4cccc(F)c4)cc3)[C@@H](CO)N12,0.8
C[C@@H]1CCCCO[C@@H](CN(C)S(=O)(=O)c2cccs2)[C@H](C)CN([C@@H](C)CO)C(=O)c2cc(NS(C)(=O)=O)ccc2O1,-6.1
Cc1cc(C(=O)Nc2cccc3c2O[C@@H](CN(C)Cc2ccncc2)[C@@H](C)CN([C@@H](C)CO)C3=O)n(C)n1,1.4
C[C@@H]1CN([C@@H](C)CO)C(=O)c2cc(NC(=O)Cc3cn(C)c4ccccc34)ccc2O[C@@H]1CN(C)Cc1ccccc1,-0.1
O=C(C[C@H]1C=C[C@@H](NC(=O)c2ccc3c(c2)OCO3)[C@H](CO)O1)NCc1ccc(Cl)cc1,-0.1
C[C@@H]1CN([C@@H](C)CO)C(=O)c2cc(NC(=O)C3CC3)ccc2O[C@H]1CN(C)Cc1ccc(C(=O)O)cc1,-0.9
C[C@@H]1CN([C@@H](C)CO)C(=O)c2cc(/C=C/c3ccccc3)cnc2O[C@@H]1CN(C)C(=O)Cc1cccnc1,-9.5
COc1ccc2c3c([nH]c2c1)[C@H](CO)N(C(=O)CN1CCOCC1)CC31CCN(C(=O)NC(C)C)CC1,-7.3
CCC(=O)Nc1ccc2c(c1)C(=O)N(C)[C@H]1CC[C@H](CC(=O)NCC3CC3)O[C@@H]1CO2,0.7
O=C(NCC1CCCCC1)[C@H]1[C@H](CO)[C@H]2Cn3c(ccc(-c4cccnc4)c3=O)[C@@H]1N2,0.1
C[C@H]1CCCCO[C@@H](CN(C)C(=O)CCCN(C)C)[C@@H](C)CN([C@@H](C)CO)C(=O)c2cc(NC(=O)c3ccncc3)ccc2O1,-0.5
C[C@H](O)C#Cc1ccc2c(c1)O[C@@H](CN(C)C)[C@H](C)CN([C@@H](C)CO)S2(=O)=O,-0.4
Cc1ccc(S(=O)(=O)N(C)C[C@H]2OCCCC[C@@H](C)Oc3ccc(NS(=O)(=O)c4cccs4)cc3C(=O)N([C@H](C)CO)C[C@H]2C)cc1,-1.0
C=CCN1C(=O)[C@@]2(O[C@@H](CCO)[C@H]([Si](C)(C)c3ccc(OC)cc3)[C@H]2C)c2cc(N3CCCCC3=O)ccc21,0.8
C[C@@H]1CN([C@H](C)CO)S(=O)(=O)c2ccc(C#Cc3ccccc3F)cc2O[C@@H]1CN(C)CC1CCOCC1,1.9
C[C@@H]1CN([C@@H](C)CO)C(=O)c2cc(NC(=O)Cc3ccccc3)ccc2O[C@@H](C)CCCCO[C@H]1CN(C)Cc1ccc(C(=O)O)cc1,-1.8
CCCC(=O)N1CC2(CCN(C(=O)NC(C)C)CC2)c2c([nH]c3cc(OC)ccc23)[C@@H]1CO,0.6
C[C@@H]1CN([C@H](C)CO)C(=O)c2cc(C#CCc3ccccc3)cnc2O[C@@H]1CN(C)C(=O)C1CCOCC1,-1.3

# Reprinted from the part before: 3 entries, then new ones.
SMILES,TcdB inh
C[C@@H]1CN([C@@H](C)CO)C(=O)c2cc(NC(=O)Cc3ccccc3)ccc2O[C@@H](C)CCCCO[C@H]1CN(C)Cc1ccc(C(=O)O)cc1,-1.8
CCCC(=O)N1CC2(CCN(C(=O)NC(C)C)CC2)c2c([nH]c3cc(OC)ccc23)[C@@H]1CO,0.6
C[C@@H]1CN([C@H](C)CO)C(=O)c2cc(C#CCc3ccccc3)cnc2O[C@@H]1CN(C)C(=O)C1CCOCC1,-1.3
C/C=C/c1cnc2c(c1)C(=O)N([C@@H](C)CO)C[C@H](C)[C@H](CN(C)C(=O)Cc1cccnc1)O2,0.1
CC(C)NC(=O)N(C)C[C@H]1Oc2c(NC(=O)c3ccc(-c4nccs4)cc3)cccc2C(=O)N([C@H](C)CO)C[C@H]1C,-3.1
C[C@@H]1CCCCO[C@H](CN(C)CC2CCCCC2)[C@@H](C)CN([C@@H](C)CO)C(=O)c2cc(NS(=O)(=O)c3cn(C)cn3)ccc2O1,-0.4
C[C@H](CO)N1C[C@H](C)[C@H](CN(C)C(=O)Nc2ccccc2)Oc2ncc(-c3cc4ccccc4o3)cc2C1=O,-0.7
COCC(=O)N(C)C[C@@H]1Oc2ncc(-c3ccccc3C)cc2C(=O)N([C@H](C)CO)C[C@@H]1C,1.0
CCN1[C@@H]2c3ccc(-c4ccccc4F)c(=O)n3C[C@H]1[C@H](CO)[C@H]2C(=O)NCCOC,-0.3
C[C@H]1CCCCO[C@H](CN(C)C(=O)Nc2ccc(F)cc2)[C@@H](C)CN([C@@H](C)CO)C(=O)c2cc(NC(=O)NC3CCCCC3)ccc2O1,1.3
O=C(CC1CC1)N1CC(=O)N2[C@H](CO)[C@H](c3ccc(C#Cc4ccc(F)cc4)cc3)[C@H]2C1,-7.8
Cn1cnc(S(=O)(=O)N2CC[C@@H]3[C@@H](CO)Nc4ccc(C#Cc5ccc(F)cc5)cc4[C@@H]32)c1,-0.6
CC(=O)N1[C@@H]2c3ccc(C4=CCCC4)c(=O)n3C[C@H]1[C@H](CO)[C@H]2C(=O)NC1CCCC1,-0.5
C[C@H](CO)N1C[C@H](C)[C@H](CN(C)C(=O)Nc2ccc3c(c2)OCO3)Oc2ncc(-c3ccc(F)cc3)cc2C1=O,-4.3
C[C@H]1CCCCO[C@H](CN(C)C(=O)CCCN(C)C)[C@@H](C)CN([C@@H](C)CO)C(=O)c2cc(NC(=O)Nc3ccc(F)cc3)ccc2O1,-6.8
C/C=C/c1ccc2c(c1)O[C@H](CN(C)C(=O)CN(C)C)[C@H](C)CN([C@@H](C)CO)S2(=O)=O,0.5
COc1ccc(NC(=O)N(C)C[C@@H]2Oc3ncc(C#CC(C)C)cc3C(=O)N([C@@H](C)CO)C[C@H]2C)cc1,0.1
CC(C)CNC[C@@H]1[C@@H](c2ccccc2)[C@@H](CO)N1Cc1ccc(F)cc1,-0.5
CCNC(=O)[C@H]1[C@H](CO)[C@H]2Cn3c(cccc3=O)[C@@H]1N2Cc1cc(F)ccc1F,-2.0
CC(=O)NC[C@H]1[C@@H](c2ccc(-c3ccccc3F)cc2)[C@@H](CO)N1CCC(F)(F)F,2.3
COc1ccc(S(=O)(=O)N(C)C[C@@H]2Oc3ccc(NS(C)(=O)=O)cc3CC(=O)N([C@H](C)CO)C[C@H]2C)cc1,-7.1
C[C@H](CO)N1C[C@H](C)[C@@H](CN(C)Cc2cccc(F)c2)Oc2ncc(C#C[C@@H](C)O)cc2C1=O,-3.1
Cn1cnc(S(=O)(=O)N[C@@H]2C=C[C@@H](CC(=O)N3CCN(c4ccccc4)CC3)O[C@@H]2CO)c1,1.2
C[C@@H]1CN([C@H](C)CO)C(=O)c2ccccc2-c2ccccc2CO[C@@H]1CN(C)C(=O)Nc1ccnc(N2CCOCC2)c1,1.5
O=C(C[C@@H]1CC[C@H]2[C@@H](COC[C@@H](O)CN2S(=O)(=O)c2ccccc2)O1)NCc1ccc2c(c1)OCO2,-0.7
C/C=C/c1ccc([C@@H]2[C@H](CO)N(S(=O)(=O)CC)C23CN(C(C)=O)C3)cc1,-1.1
C[C@@H]1CN([C@H](C)CO)C(=O)c2cc(-c3ccc(F)cc3)cnc2O[C@@H]1CN(C)S(C)(=O)=O,0.9
COc1ccc(S(=O)(=O)Nc2ccc3c(c2)C(=O)N([C@H](C)CO)C[C@H](C)[C@@H](CN(C)Cc2ccc(C(=O)O)cc2)OCCCC[C@@H](C)O3)cc1,-1.4
COc1ccc(CN(C)C[C@@H]2Oc3c(NC(=O)c4cc(C)nn4C)cccc3C(=O)N([C@H](C)CO)C[C@@H]2C)cc1,-1.5
COc1ccc2c3c([nH]c2c1)[C@H](CO)N(C(=O)Nc1ccc(F)cc1)CC31CCN(CC2CC2)CC1,0.4
CC(C)NC(=O)N(C)C[C@H]1Oc2ccc(NC(=O)Cn3cnnn3)cc2CC(=O)N([C@@H](C)CO)C[C@H]1C,-0.4
O=C(c1cccnc1)N1C[C@H]2[C@@H](c3ccccc31)[C@H](CO)N2C(=O)C1CCCCC1,-0.7
COc1ccc(NC(=O)Nc2ccc3c(c2)[C@H]2C[C@@H](CC(=O)N4CCN(C)CC4)O[C@@H](CO)[C@H]2O3)cc1,-0.2
CC(C)NC(=O)Nc1ccc2c(c1)C(=O)N([C@H](C)CO)C[C@@H](C)[C@H](CN(C)S(=O)(=O)c1cccs1)OCCCC[C@H](C)O2,0.6
C[C@H]1CN([C@@H](C)CO)C(=O)Cc2cc(NC(=O)CCC(F)(F)F)ccc2O[C@H]1CN(C)C(=O)Nc1cccc2ccccc12,0.6
CCNC(=O)C[C@@H]1CC[C@H](NC(=O)NC2CCCCC2)[C@@H](CO)O1,1.4
CN1c2ccc(-c3ccccc3)cc2[C@@H]2[C@@H](CCN2C(=O)CN2CCOCC2)[C@@H]1CO,11.7*
CC(=O)N1[C@@H](CO)[C@H](c2ccccc2)[C@@H]1CN(C(=O)NC(C)C)C1CCCC1,0.0
C[C@H]1CN([C@@H](C)CO)C(=O)c2cccc(NC(=O)c3cnccn3)c2O[C@H]1CN(C)C(=O)Nc1cccc2ccccc12,0.9
COc1cccc(C#Cc2cnc3c(c2)C(=O)N([C@@H](C)CO)C[C@@H](C)[C@H](CN(C)C(=O)C2CCCCC2)O3)c1,1.3
C[C@@H]1CN([C@@H](C)CO)C(=O)Cc2cc(NC(=O)CCC(F)(F)F)ccc2O[C@@H]1CN(C)Cc1ccc2c(c1)OCO2,-0.3
C[C@@H]1CN([C@@H](C)CO)C(=O)c2cc(NC(=O)CCCCCC(=O)Nc3ccccc3N)ccc2O[C@@H]1CN(C)S(=O)(=O)c1cccs1,0.3
CCC(=O)N1CC2(CN(Cc3ccc(F)cc3)C2)c2c(n(C)c3cc(OC)ccc23)[C@H]1CO,1.5
O=C(C1CCCC1)N1C[C@H]2[C@@H](c3ccccc31)[C@H](CO)N2C(=O)Nc1cccc(F)c1,1.4
C[C@@H]1CN([C@@H](C)CO)C(=O)c2cc(NC(=O)CCN3CCOCC3)ccc2O[C@H]1CN(C)Cc1ccc(-c2ccccc2)cc1,0.4
CCCC(=O)N1C[C@@H]2[C@H](c3ccccc31)[C@H](CO)N2C(=O)Nc1ccccc1,-0.4
O=C(c1ccccn1)N1CC2(C1)[C@H](c1ccccc1)[C@@H](CO)N2Cc1cccnc1,-0.4
O=C(C[C@H]1CC[C@@H]2[C@H](COC[C@@H](O)CN2S(=O)(=O)c2ccc(F)cc2)O1)N[C@H]1CCN(Cc2ccccc2)C1,0.9

# The final 6 records of the part above open the next one.
SMILES,TcdB inh
CCC(=O)N1CC2(CN(Cc3ccc(F)cc3)C2)c2c(n(C)c3cc(OC)ccc23)[C@H]1CO,1.5
O=C(C1CCCC1)N1C[C@H]2[C@@H](c3ccccc31)[C@H](CO)N2C(=O)Nc1cccc(F)c1,1.4
C[C@@H]1CN([C@@H](C)CO)C(=O)c2cc(NC(=O)CCN3CCOCC3)ccc2O[C@H]1CN(C)Cc1ccc(-c2ccccc2)cc1,0.4
CCCC(=O)N1C[C@@H]2[C@H](c3ccccc31)[C@H](CO)N2C(=O)Nc1ccccc1,-0.4
O=C(c1ccccn1)N1CC2(C1)[C@H](c1ccccc1)[C@@H](CO)N2Cc1cccnc1,-0.4
O=C(C[C@H]1CC[C@@H]2[C@H](COC[C@@H](O)CN2S(=O)(=O)c2ccc(F)cc2)O1)N[C@H]1CCN(Cc2ccccc2)C1,0.9
C[C@H]1CN([C@@H](C)CO)C(=O)c2cccc(NC(=O)c3cnccn3)c2O[C@@H]1CN(C)Cc1ccc(C(=O)O)cc1,1.3
CN1C(=O)c2cc(NC(=O)c3ccc(F)cc3)ccc2OC[C@@H]2O[C@H](CC(=O)NCC3CCCCC3)CC[C@@H]21,1.3
COc1ccc(C(C#N)=Cc2cc(OC)c(OC)c(OC)c2)cc1,-1.0
O=C(C[C@@H]1C=C[C@@H](NC(=O)C2CC2)[C@H](CO)O1)NCc1ccncc1,-0.4
Cc1ccc(-c2ccccc2[C@@H]2[C@H](C#N)N(c3ncc(-c4ccccc4)s3)[C@H]2CO)cc1,-1.0
COc1ccc(C#Cc2ccc3c(c2)[C@@H]2[C@@H](CCN2S(=O)(=O)c2ccc(OC)cc2)[C@@H](CO)N3C)cc1,0.4
O=C(NCC[C@H]1CC[C@H](NS(=O)(=O)c2ccc(Oc3ccccc3)cc2)[C@@H](CO)O1)C1CC1,-0.2
